# A3A deaminase = inhibitors of human APOBEC3A DNA deaminase; P31941; recombinant A3A, FAM/TAMRA ssDNA deamination fluorescence; inhibition, % at 20 µM; 330,000 compounds, 0.41% hits; AID 493011;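 active = at least 40% inhibition at 20 µM here, with at most 30% in a related deaminase screen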;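 also: plate controls were A3A with DMSO for no effect and wells lacking A3A enzyme for full effect; some results filed as inactive read as strong as hits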
# Target sequence (P31941 whole entry, looked up): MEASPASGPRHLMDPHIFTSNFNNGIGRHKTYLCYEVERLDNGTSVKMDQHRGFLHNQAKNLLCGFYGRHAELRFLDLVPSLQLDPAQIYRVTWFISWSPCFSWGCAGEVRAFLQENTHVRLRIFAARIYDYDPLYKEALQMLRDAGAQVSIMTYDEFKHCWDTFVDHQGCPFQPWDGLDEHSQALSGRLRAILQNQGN
# ATG4B inh = blocks human ATG4B protease cleavage of LC3 substrate | inhibition, % at 8.33 µM | ATG4B cleavage of LC3-PLA2, NBD-HPC fluorescence, 1 h | Q9Y4P1 | 340,000 compounds, 0.51% hits; in the data active = inhibition above about 40%
# PfGluPho inh = PfG6PD (Plasmodium falciparum) enzyme inhibition; PfGluPho enzyme, NADPH resazurin-diaphorase fluorescence; inhibition, % at 20 µM; 350,000 compounds, 0.78% hits; AID 504690;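 active = inhibition reaching at least a set limit at 20 µM in the primary screen, cut at about 59% in these data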;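 also: 0% = DMSO wells with substrate and 100% = DMSO wells lacking glucose-6-phosphate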
# mIAP block = mouse IAP inhibition | inhibition, % at 10 µM | purified mouse IAP, CDP-Star luminescence, 30 min | AID 2806 | 330,000 compounds, 0.2% hits;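 active = inhibition of at least 40% at 10 µM in the primary screen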;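 also: plate controls were DMSO with enzyme for no effect and no enzyme wells for full effect; values of inactives mirror those of a sister screen read the other way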
# HKDC1 inh = inhibitors of human hexokinase HKDC1. Q2TB90. recombinant HKDC1, G6PDH/diaphorase resazurin coupled fluorescence. inhibition, % at 20 µM. 340,000 compounds, 0.16% hits. AID 493160;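 active = inhibition above about 35% when tested at 20 µM, limit read from the data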;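 also: plate controls were DMSO wells with enzyme for no effect and DMSO wells lacking enzyme for full effect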
#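 Test system: recombinant HKDC1 (HK5) hexokinase enzyme, produced in-house / Doses: 20 µM test compound, 1% DMSO / Timing: 90 min, room temperature / Detection: G6PDH/diaphorase-coupled fluorescence, 1 mM NADP, 100 µM resazurin, 525/613 nm / Control set: DMSO wells with and without enzyme mix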
# hIAP activ = human IAP activation; purified human IAP, CDP-Star luminescence, 30 min; stronger effect = higher value; 1 = vehicle-only enzyme, 0 = enzyme-free background; AID 2524; 330,000 compounds, 0.16% hits; P09923; activation factor at 10 µM;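 active = activation factor of the enzyme at least 2-fold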; also: the source names both 10 and 20 µM as test concentration; values of inactives mirror those of a sister screen read the other way
# Target sequence (P09923 whole entry, looked up): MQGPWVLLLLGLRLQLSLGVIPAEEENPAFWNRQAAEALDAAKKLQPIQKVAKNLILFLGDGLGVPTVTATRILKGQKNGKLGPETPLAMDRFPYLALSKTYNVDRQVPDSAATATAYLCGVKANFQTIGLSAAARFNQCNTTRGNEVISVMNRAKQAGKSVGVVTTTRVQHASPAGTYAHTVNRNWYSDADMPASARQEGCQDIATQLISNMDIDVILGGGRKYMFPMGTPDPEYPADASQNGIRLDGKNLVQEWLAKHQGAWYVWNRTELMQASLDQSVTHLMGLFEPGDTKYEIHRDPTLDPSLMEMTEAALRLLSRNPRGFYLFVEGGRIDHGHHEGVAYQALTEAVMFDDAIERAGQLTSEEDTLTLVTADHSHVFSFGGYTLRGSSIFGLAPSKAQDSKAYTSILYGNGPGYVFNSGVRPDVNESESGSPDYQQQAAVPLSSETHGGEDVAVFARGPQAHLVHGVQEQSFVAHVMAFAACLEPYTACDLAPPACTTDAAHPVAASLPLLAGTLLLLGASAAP
# mIAP activ = increases mouse intestinal alkaline phosphatase activity. activation factor at 10 µM. muIAP, CDP-Star luminescence, 30 min; stronger effect = higher value; 1 = vehicle-only enzyme signal, 0 = enzyme-free wells. 330,000 compounds, 0.24% hits;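 active = activation factor of at least 2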; also: the source names both 10 and 20 µM as test concentration; values of inactives mirror those of a sister screen read the other way
#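 System: mouse IAP enzyme. Reagent: CDP-Star chemiluminescent phosphatase substrate. Benchmarks: DMSO wells, no-enzyme wells. Times: 30 min enzyme-substrate-compound incubation at room temperature. Detection: luminescence from enzymatic CDP-Star hydrolysis. Doses: test compounds delivered from DMSO solution.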
# hIAP inh = human IAP inhibition | purified IAP, CDP-Star luminescence, 30 min | 330,000 compounds, 0.12% hits | inhibition, % at 10 µM | P09923;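 active = inhibition reaching a set limit with compound at 10 µM in the primary screen, cut at about 35% in these data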;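 also: plate controls were DMSO wells with enzyme for no effect and no-enzyme buffer wells for full effect; values of inactives mirror those of a sister screen read the other way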
# Numbers without * were called inactive; x = not tested or not shown.
1. COc1ccc(Cl)cc1N1C(=O)CC(N2CCN(S(=O)(=O)c3ccccc3F)CC2)C1=O (configuration not stated)
2. COCCn1cc(C(=O)NCCN(C)C)c2c3ccccc3n(C)c2c1=O
3. Cc1ccc2c(c1)N(C(=O)CCC(=O)NCc1cccc(Cl)c1)CC(C)O2 (configuration not stated)
4. COc1cc(-c2cc(C(=O)Nc3cc(S(=O)(=O)N4CCOCC4)ccc3C)c3ccccc3n2)cc(OC)c1OC
5. Cc1cc(C)nc(/N=C2\NC(=O)CC(C(=O)O)N2CCc2c[nH]c3ccccc23)n1 (configuration not stated)
6. CC(C)c1ccc(NC(=S)N2CCN(C)CC2)cc1
7. COC(=O)Cc1c(C)c2ccc(OCC(=O)c3ccc(OC)c(OC)c3)cc2oc1=O
8. CCC[N+](CC#Cc1ccccc1)(CCC)CC(=O)OCC
entry no.,1,2,3,4,5,6,7,8
A3A deaminase,2,-3,0,-1,-6,-1,1,-4
ATG4B inh,-7,1,13,-28,-8,6,-3,-2
PfGluPho inh,-1,-3,12,4,-10,-5,4,6
mIAP block,2,-1,-6,7,0,1,-2,-6
HKDC1 inh,4,1,-4,0,0,-1,-7,-9
hIAP activ,1.1,1.1,0.91,1.1,0.9,1.1,0.99,0.85
mIAP activ,0.98,1,1.1,0.93,1,0.99,1,1.1
hIAP inh,-8,-6,9,-5,10,-8,1,15

# The list goes on; the last four above are carried over.
5. Cc1cc(C)nc(/N=C2\NC(=O)CC(C(=O)O)N2CCc2c[nH]c3ccccc23)n1 (configuration not stated)
6. CC(C)c1ccc(NC(=S)N2CCN(C)CC2)cc1
7. COC(=O)Cc1c(C)c2ccc(OCC(=O)c3ccc(OC)c(OC)c3)cc2oc1=O
8. CCC[N+](CC#Cc1ccccc1)(CCC)CC(=O)OCC
9. Cc1nn(Cc2ccccc2)c2c1C(c1ccco1)C(C#N)=C(N)O2 (configuration not stated)
10. CC(C)(C)c1ccc(C(=O)N2CCC(C(=O)NCC3CCCO3)CC2)cc1 (configuration not stated)
11. O=C(Nc1ccccc1O)c1ccc(C(=O)c2ccccc2)o1
12. O=C(Nc1ccc(S(=O)(=O)Nc2ncccn2)cc1)C1=COCCO1
13. CC(=NC1CCN(Cc2ccccc2)CC1)c1c(O)[nH]c(=O)[nH]c1=O
14. CCN1CCN(c2ccc(S(=O)(=O)N3CCCCC3)cc2NC(=O)c2cccc(C)c2[N+](=O)[O-])CC1
15. COc1cc(O)c(C(CC(=O)N2CCCCC2)c2cc(OC)c(OC)c(OC)c2)c(OC)c1 (configuration not stated)
16. Cc1nc2ccccc2c(=O)n1NC(=O)Cc1ccc([N+](=O)[O-])cc1
entry no.,5,6,7,8,9,10,11,12,13,14,15,16
A3A deaminase,-6,-1,1,-4,-3,-4,-4,13,1,6,-4,-3
ATG4B inh,-8,6,-3,-2,-4,-3,-10,0,-6,1,3,-3
PfGluPho inh,-10,-5,4,6,14,-8,8,16,2,6,-9,0
mIAP block,0,1,-2,-6,7,3,3,-3,-1,-4,2,-2
HKDC1 inh,0,-1,-7,-9,5,-8,2,1,-5,1,-2,-12
hIAP activ,0.9,1.1,0.99,0.85,0.99,0.96,0.96,1.1,0.8,0.96,0.86,0.87
mIAP activ,1,0.99,1,1.1,0.93,0.97,0.97,1,1,1,0.98,1
hIAP inh,10,-8,1,15,1,4,4,-7,20,4,14,13

17. CC(=O)/C(C(=N)N1CCN(Cc2ccccc2)CC1)=C(\C)O
18. CN(C)CCCNC(=O)C[C@H]1C[C@H](C(=O)N2CCOCC2)[C@@]2(CCC3CCCC3)c3[nH]c4cc(-c5ccco5)ccc4c3CCN2C1=O
19. COc1ccc(NC(=O)C2CC(=O)N(Cc3ccco3)C2)cc1Cl (configuration not stated)
20. O=C(N/N=C\c1cn[nH]c1-c1ccccc1)c1ccc([N+](=O)[O-])cc1
21. Cc1ccc(CC(=O)Nc2ccncc2)cc1
22. CCCc1cc(=O)oc2cc(C)cc(OCC(=O)O)c12
23. COc1ccc(S(=O)(=O)NCc2ccc(F)cc2)cc1OC
24. Cc1c(CC(=O)NCC(=O)N[C@H](Cc2ccccc2)C(=O)O)c(=O)oc2cc(O)ccc12
entry no.,17,18,19,20,21,22,23,24
A3A deaminase,3,1,-2,0,-3,2,0,-5
ATG4B inh,5,14,-3,-8,-12,-7,-1,3
PfGluPho inh,-12,3,5,7,-2,-1,7,-1
mIAP block,1,0,-11,11,5,6,-1,6
HKDC1 inh,-4,4,-1,-14,-9,-1,2,4
hIAP activ,0.81,x,1.1,1.3,1.1,1,0.98,1
mIAP activ,0.99,0.99,1.1,0.89,0.95,0.94,1,0.94
hIAP inh,19,x,-7,-27,-12,-1,2,0

25. O=C(Nc1ccc(COc2ccccc2)cc1)Nc1cccc(C(=O)O)c1
26. CCOC(=O)c1cnn2cc(-c3[nH]ncc3[N+](=O)[O-])cnc12
27. Cc1cc(C)n(/N=C/c2ccc(O)cc2)c(=O)c1C#N
28. CCc1nn(CC(=O)NC(C)CCc2ccccc2)c(=O)c2cc3occc3n12 (configuration not stated)
29. COC(=O)C1=C(CCc2ccccc2)NC(=O)NC1c1ccc(Br)cc1 (configuration not stated)
30. CC(C)NC(=O)CSc1nnc(-c2ccc(S(=O)(=O)N3CCCC3)cc2)n1CC1CCCO1 (configuration not stated)
31. Cn1c2ccccc2c(=O)c2c(=O)n(Cc3ccco3)c(-c3ccc(F)cc3)nc21
32. O=c1[nH]cnc2c1c(-c1ccccc1)cn2-c1cccc(Cl)c1
entry no.,25,26,27,28,29,30,31,32
A3A deaminase,0,1,-4,-2,3,0,15,-2
ATG4B inh,1,-4,-8,7,0,-4,5,-4
PfGluPho inh,-9,9,7,-2,9,19,15,16
mIAP block,1,-3,-1,-4,-12,-2,9,3
HKDC1 inh,-4,-6,-9,-6,1,-3,3,2
hIAP activ,1.1,1.1,0.82,0.88,1,0.88,0.96,1.1
mIAP activ,0.99,1,1,1,1.1,1,0.91,0.97
hIAP inh,-5,-7,18,12,-1,12,4,-10

33. CC(C)OCCCNC(=O)Cc1ccc(Br)cc1
34. CCN(CC(=O)NCc1ccc(Cl)cc1)Cc1cc(=O)n2ccsc2n1
35. C#CCOCCOCCOCCNc1nc(N2CCN(C(=O)[C@H](C(C)C)n3cc(CCO)nn3)CC2)nc(N2CCN(C(=O)[C@H]([C@@H](C)CC)n3cc(CCCCN)nn3)CC2)n1
36. CCCOC1CCCN(C(=O)c2ccc(OC3CCN(Cc4ccccn4)CC3)cc2)C1 (configuration not stated)
37. Cc1ccc(C(=O)CSc2nc3ccccc3c(=O)[nH]2)cc1C
38. Cc1ccc(Cl)c(OC(=O)c2ccc(N3CCOCC3)c([N+](=O)[O-])c2)c1
39. Cn1nnnc1SCC(=O)N1c2ccccc2Sc2ccc(Cl)cc21
40. COc1cccc2cc(C(=O)c3ccccc3)oc12
entry no.,33,34,35,36,37,38,39,40
A3A deaminase,1,9,-2,-2,0,4,-1,-1
ATG4B inh,8,-8,-18,4,-13,-7,-14,-1
PfGluPho inh,-20,5,-9,17,-14,31,3,-12
mIAP block,-2,-16,-17,-4,3,15,3,12
HKDC1 inh,-2,3,3,-9,-7,16,2,0
hIAP activ,1.1,1.1,0.83,1.1,0.88,0.9,1.1,1
mIAP activ,1,1.2,1.2,1,0.97,0.85,0.97,0.88
hIAP inh,-7,-11,17,-14,12,10,-14,-2

# Some of the entries so far, tab-delimited:
cpd	SMILES	A3A deaminase	ATG4B inh	PfGluPho inh	mIAP block	HKDC1 inh	hIAP activ	mIAP activ	hIAP inh
34	CCN(CC(=O)NCc1ccc(Cl)cc1)Cc1cc(=O)n2ccsc2n1	9	-8	5	-16	3	1.1	1.2	-11
33	CC(C)OCCCNC(=O)Cc1ccc(Br)cc1	1	8	-20	-2	-2	1.1	1	-7

# (list continues)
41. CC(OC(=O)c1ccc(NC(=O)CC#N)cc1)C(=O)Nc1ccc2c(c1)OCCO2 (configuration not stated)
42. COC(=O)[C@]1(C)N[C@H](c2ccc(-c3ccc(Cl)c(Cl)c3)c(OC)c2)[C@@H]2C(=O)N(C)C(=O)[C@@H]21
43. CN(C)C(=O)c1ccc(NC(=O)COc2cccc(Oc3ccccc3)c2)cc1
44. O=C(CSc1nnc(NC(=O)c2c(F)cccc2F)s1)NC1CCCC1
45. NC(=O)c1nsc(C(=O)N(c2ccccc2)C(C(=O)NCc2ccc(F)cc2)c2ccc(O)cc2)c1N (configuration not stated)
46. Cn1cccc1/C=C(/C#N)C(N)=S
47. O=C(c1ccc(N2CCOCC2)nc1)N1CCCCC1
48. CCOC(=O)CN1C(=O)c2ccccc2Sc2ncccc21
entry no.,41,42,43,44,45,46,47,48
A3A deaminase,4,0,2,-2,-1,-6,-7,-3
ATG4B inh,-1,-5,-4,-4,4,1,-7,-1
PfGluPho inh,3,8,-2,-1,20,-6,0,8
mIAP block,5,6,-2,4,-3,-6,5,7
HKDC1 inh,-2,-1,-7,-5,-1,-12,-1,3
hIAP activ,1,0.86,0.85,1,0.84,0.95,0.96,0.98
mIAP activ,0.95,0.94,1,0.96,1,1.1,0.95,0.93
hIAP inh,-2,14,15,-3,16,5,4,2

49. COc1ccc(Cn2c(C)c(C)c(C#N)c2NC(=O)Nc2ccc(F)cc2)cc1
50. CN(C(=O)CSc1nc(-c2ccccc2)c(-c2ccccc2)o1)C1CCS(=O)(=O)C1 (configuration not stated)
51. COc1ccccc1C(=O)CSc1ccccn1
52. COC(=O)c1ccc(Nc2cc(C)nc3nc(C)nn23)cc1
53. Cc1ccc(C(=O)N2CCCCC2)cc1S(=O)(=O)N1CCCC1
54. COC(=O)/C(=C\Nc1ccc(Cl)cc1Cl)NC(=O)c1ccc(OC)cc1
55. Cc1nn(CC(=O)N(C)Cc2ccccc2)c(=O)c2cccn12
56. Cc1ccc[n+](CC(=O)N2CCCCC2)c1C
entry no.,49,50,51,52,53,54,55,56
A3A deaminase,3,-5,-4,-1,2,8,0,-1
ATG4B inh,-3,-20,-5,1,-3,4,4,7
PfGluPho inh,5,17,7,1,0,15,0,-17
mIAP block,-17,9,3,-5,0,5,0,-2
HKDC1 inh,-4,-8,-7,-1,-5,-1,1,0
hIAP activ,1.2,0.98,1,1,0.94,0.8,0.94,0.84
mIAP activ,1.2,0.91,0.97,1,0.99,0.95,1,1
hIAP inh,-20,2,0,0,6,20,6,16

57. C/C(=N\NC(=O)c1nnn(-c2nonc2N)c1-c1ccc2c(c1)OCO2)c1ccc(F)cc1
58. Cc1ccc(C)c(C(=O)Cn2c(NCCO)nc3ccccc32)c1
59. COc1ccc(N2CCN(S(=O)(=O)Cc3ccccc3)CC2)cc1
60. O=C(N[C@H]1C/C=C\C(c2cccc(F)c2)N(Cc2ccccc2)C(=O)C1)OCC1c2ccccc2-c2ccccc21 (some centres not stated)
61. O=C(c1cccc(Cl)c1)N1CCN(C(=O)c2ccco2)CC1
62. CCCNC(=S)Nc1ccc(S(N)(=O)=O)cc1
63. CN1C(=O)c2ccc(NC(=S)NC(=O)C(C)(C)C)cc2C1=O
entry no.,57,58,59,60,61,62,63
A3A deaminase,-2,-5,4,1,0,-5,1
ATG4B inh,-6,-11,-8,5,14,-6,-1
PfGluPho inh,1,4,9,14,-32,-7,-2
mIAP block,-1,-10,0,-8,8,6,0
HKDC1 inh,-4,-1,-4,-2,1,-5,-7
hIAP activ,1.1,1.1,1,x,0.98,0.97,1.1
mIAP activ,1,1.1,1,1.1,0.93,0.94,1
hIAP inh,-9,-12,0,x,2,3,-7

# High-throughput results from PubChem.

# Compounds were not picked by outcome; 2.4% or so of the library scored in one or more.
